12-LOX inh – Primary qHTS assay for inhibitors of human arachidonate 12S-lipoxygenase (ALOX12): Round 2; purified 12hLO, xylenol orange hydroperoxide absorbance; Potency, µM (doses to about 108 µM), without a hit: top-dose activity change, negative = inhibition, actives largely listed as inhibitors; 1.1% of 580,000 active; active = well fitted inhibition curve with a large enough effect; inconclusive = small, poorly fitted or top-dose-only effect, or another doubt; inactive = no such curve, though single readings can be large or run the other way
Target sequence (P18054 whole entry, looked up): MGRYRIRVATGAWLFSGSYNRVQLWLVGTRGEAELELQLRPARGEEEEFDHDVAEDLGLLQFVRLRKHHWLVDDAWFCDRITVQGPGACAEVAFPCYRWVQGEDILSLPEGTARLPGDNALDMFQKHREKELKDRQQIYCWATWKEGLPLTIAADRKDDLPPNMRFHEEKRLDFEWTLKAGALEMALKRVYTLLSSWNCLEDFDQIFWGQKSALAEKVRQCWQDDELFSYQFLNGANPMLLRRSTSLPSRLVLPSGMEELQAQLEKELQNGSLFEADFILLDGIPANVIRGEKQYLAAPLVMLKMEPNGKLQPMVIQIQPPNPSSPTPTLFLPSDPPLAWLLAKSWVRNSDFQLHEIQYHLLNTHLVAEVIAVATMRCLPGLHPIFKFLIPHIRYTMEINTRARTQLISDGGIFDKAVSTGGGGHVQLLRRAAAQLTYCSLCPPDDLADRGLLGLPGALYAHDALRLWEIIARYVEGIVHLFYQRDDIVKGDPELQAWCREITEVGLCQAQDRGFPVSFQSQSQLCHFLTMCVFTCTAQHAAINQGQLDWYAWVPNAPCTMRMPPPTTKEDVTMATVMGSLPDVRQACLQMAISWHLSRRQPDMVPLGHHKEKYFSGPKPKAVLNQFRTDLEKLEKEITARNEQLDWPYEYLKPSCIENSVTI
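Purified human 12hLO at 150 nM in 25 mM Hepes, 0.01% Triton X-100, pH 7.0, preincubated 15 min at room temperature with compound. Reaction started with 40 uM arachidonic acid, 30 min at room temperature. Hydroperoxide measured by Fe-xylenol orange, 573/405 nm absorbance ratio.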
The depositor's hits bear a star; u = inconclusive; [ ] = another dose, or the depositor's remark. % is scaled to controls: 0 for no effect and ±100 for the full control effect; potency is read from the fitted curve at half-maximal effect. Some of the compounds tested (hit frequency here may not be typical).

canonical_smiles	12-LOX inh
Cc1occc(=O)c1OCc1noc(C(=O)NCc2cccc(Cl)c2)n1	u
CCOC(=O)C(=O)Nc1c(C(=O)Nc2ccc(C)cc2)oc2ccccc12	-26.0%
CC1CCC2(CC1)NC(=O)N(CC(=O)Nc1ccccc1Cl)C2=O (stereo unspecified)	19.6%
COc1ccc(CC(=O)N2CCCN(c3cc(-c4ccc(F)cc4)[nH]n3)CC2)cc1	46.1%[activator]
COc1ccc(CN2CC3(CCN(C(=O)Nc4ccc(OC)c(OC)c4)CC3)C2=O)cc1	2.1%
COc1ccc(C(=O)N2CCC3(CCC3OC)CC2)cc1 (stereo unspecified)	-8.4%
O=C(NCc1ccco1)C1CCCN(c2cnn(Cc3ccccc3)c(=O)c2)C1 (stereo unspecified)	50.6%[activator]
COc1cc(C(=O)C(=O)N2CCN(c3ccccc3)CC2)cc2ccccc12	u
Cc1nc(-c2c3n(c(=O)n(Cc4cccc(Br)c4)c2=O)CCCC3)no1	18.1%
O=C(Cn1ccn2nc(-c3ccc(F)cc3)c(CO)c2c1=O)NCc1ccc2c(c1)OCO2	24.5%
O=c1c(-c2ccc(Cl)cc2)nc2cnc(N3CCNCC3)nc2n1Cc1ccc(F)cc1	u
COc1ccc(C(=O)N2CCC3(CC2)C(=NC2CCCCC2)NC(=O)N3c2cccnc2)cc1	-2.1%[6.33 µM]
COc1ccc(C(C)=O)cc1COC(=O)C12CC3CC(CC(Br)(C3)C1)C2	-1.6%
Cn1nc(C(=O)N2CCCC(c3[nH]ccc3C(N)=O)C2)c2ccccc21 (stereo unspecified)	0.8%
CCn1ccc(C(=O)N2[C@@H]3CC[C@H]2CC(NC(=O)c2ccncc2)C3)n1 (stereo partly specified)	63.1%[activator]

Entries listed so far that have an aryl methoxy group (6):
canonical_smiles	12-LOX inh
COc1ccc(CC(=O)N2CCCN(c3cc(-c4ccc(F)cc4)[nH]n3)CC2)cc1	46.1%[activator]
COc1ccc(CN2CC3(CCN(C(=O)Nc4ccc(OC)c(OC)c4)CC3)C2=O)cc1	2.1%
COc1ccc(C(=O)N2CCC3(CCC3OC)CC2)cc1 (stereo unspecified)	-8.4%
COc1cc(C(=O)C(=O)N2CCN(c3ccccc3)CC2)cc2ccccc12	u
COc1ccc(C(=O)N2CCC3(CC2)C(=NC2CCCCC2)NC(=O)N3c2cccnc2)cc1	-2.1%[6.33 µM]
COc1ccc(C(C)=O)cc1COC(=O)C12CC3CC(CC(Br)(C3)C1)C2	-1.6%

Next entries.
canonical_smiles	12-LOX inh
CC(=O)Nc1ccc(CN2CC3(C2)C(=O)N(Cc2ccc(C)o2)C(=O)[C@@H]2C[C@@H](O)CN23)cc1	49.1%[activator]
CCOc1ccc(-n2c(SCC(=O)Nc3ccccc3OCC)nc3[nH]ncc3c2=O)cc1	17.9%
COc1ccc2cnn(CC(=O)Nc3cccc(Cl)c3Cl)c(=O)c2c1OC	u
COc1ccc(Cl)cc1C(=O)N1CCc2c(nc3cc(-c4ccccc4)[nH]n3c2=O)C1	u
COc1ccccc1Oc1c(C)oc2cc(OCC(=O)Nc3cccc(C)c3C)ccc2c1=O	-3.8%
NC(C(=O)O)c1ccc(P(=O)(O)O)cc1 (stereo unspecified)	-10.2%
CN1CC(=O)N(C2CCNC2)Cc2c(NCC3(O)CCCCC3)ncnc21 (stereo unspecified)	-28.1%[6.33 µM]
C=C(C)[C@@H]1CCC2(COC(C)=O)CC[C@]3(C)C(CCC4[C@@]5(C)CCC(=O)C(C)(C)C5CC[C@]43C)C12 (stereo partly specified)	13.2%
Cc1nn(-c2ccccc2)c(C)c1CCC(=O)N1CCN(S(=O)(=O)c2ccc(F)cc2F)CC1	-16.4%
CCOC(=O)c1cc2ccccc2cc1O	68.0%[activator]
Cc1ccc(COc2ccc(CNC(C)C)cc2)cc1	6.7%
CC(C)C[C@H]1CN([C@@H](Cc2ccc(O)cc2)CN2CCC[C@H]2CN2C(=O)C(=O)NC[C@@H]2Cc2ccccc2)C(=O)C(=O)N1CC1CCCCC1	u
Cc1cc(C(=O)N2CCCCCCn3c(nnc3-c3ccc(F)cc3)CC2)nn1C	7.8%
C=CCNC(=O)C1CC(=O)N(c2n[nH]c3cccc(F)c23)C1 (stereo unspecified)	44.5%
Cn1c(-c2ccccc2)ccc1-c1ccccc1	-2.9%
Fc1ccccc1-c1ncc[nH]1	-0.6%[12.5 µM]
Cc1ccc(C(=O)NCCc2noc(C3CC3)n2)cc1C	-11.9%
O=C(c1ccc2c(c1)OCO2)N1CCC2(CC1)NC(=O)N(c1ccccc1Cl)N2	2µM*
N#CC1=C(NC(=O)c2ccccc2)CCC(C#N)(c2ccccc2)C1 (stereo unspecified)	5.7%
CN(C)c1cccc(C(=O)NCCC2CCN(C(=O)Nc3cc(F)cc(F)c3)CC2)c1	46.5%[activator]
Cc1ccc(-c2noc(Cn3cnc(C#N)n3)n2)cc1	0.9%
Cc1ccc(-n2nnnc2N2CCN(C(=O)Nc3ccc(C)c(F)c3)CC2)cc1C	0.8%[6.33 µM]
CC(=O)N1CCC(N2C(=O)C3(CCCC3)C2c2scnc2C)CC1 (stereo unspecified)	7.7%
CS(=O)(=O)Nc1cccc(-c2nc(-n3ccnc3)c3ccccc3n2)c1	u
C=CCCCCCCCCC(=O)NCc1ccco1	u
O=C(NCCc1ccc(F)cc1)c1[nH]c2ccccc2c1Cl	-3.0%
CC1(C)C[C@H](NC(=O)c2cccnc2)[C@@]2(CCC(=O)NCCN3CCOCC3)CC[C@](C)(O)C[C@@H]12	-44.9%
COc1ccc(-c2nc3cnc(OC)nc3n(CCc3ccccc3)c2=O)cc1	u
CC(C)NC(=O)Cn1ccn2nc3c(c2c1=O)CCCC3	19.7%
Cc1ccc(NC(=O)N2Cc3[nH]cnc3C[C@H]2c2nc(-c3ccc(C)cc3)no2)cc1	10.7%[176 µM]
CCN1C(=O)COc2ccc(-c3nc(NC(=O)c4cccs4)sc3C)cc21	-43.0%
Cc1cccc([S+](=O)([O-])N2CCC3(CC2)OCCN(Cc2ccccc2)C3=O)c1	-2.1%[176 µM]
CC1=NN(c2nc(C)cc(C)n2)C(=O)C1Cc1ccccc1 (stereo unspecified)	-4.7%
COc1ccc(C(=O)N2CCC23Cc2ccccc2NC3=O)cc1 (stereo unspecified)	45.5%[activator][176 µM]
COc1ccc(CNC(=O)Cn2c(N3CCc4ccccc4C3)nc(C)cc2=O)cc1	16.9%
CC(=O)Nc1ccc(NC(=O)c2cc3c(=O)n4ccccc4nc3n2C)cc1	u
c1ccc(CN(CCN(Cc2ccccn2)Cc2ccccn2)Cc2ccccn2)nc1	1.8%
CC(C)c1ccc(CCNC(=O)Cn2ncc3ccccc3c2=O)cc1	u
CO[C@H]1[C@H](NC(=O)c2c(F)cccc2Cl)c2ccccc2C12CCNCC2	83.4%[activator]
Cc1[nH]c2ccccc2c1C(=O)CSc1nnc(CC(C)c2ccccc2)o1 (stereo unspecified)	-13.7%
Cc1oc(C(O)c2ccccc2F)nc1C(=O)Nc1ccccc1C(N)=O (stereo unspecified)	u
Cc1ccc(SC(=O)c2ccccc2)cc1	36.8%[activator]
O=C(NCC1(COc2cnccn2)C[C@@H](O)[C@@H](O)C1)c1ccno1 (stereo partly specified)	39.0%[activator][176 µM]
Cc1ccc(-c2cc(=O)c3cc(Cl)ccc3o2)cc1	-10.7%
CCOCCNc1ncnc2c1CN(C1CCCNC1)C(=O)CN2C (stereo unspecified)	u
O=C(NCCc1nc(-c2ccccc2)cs1)C1NCCc2[nH]cnc21 (stereo unspecified)	45.0%[activator]
CS(=O)(=O)N1CCC2(CCN(C(=O)Nc3cccc(F)c3)CC2)CC1	u
O=C1N[C@H](CC(=O)N2CCC(c3ccccc3)C2)C(=O)Nc2ccccc21 (stereo partly specified)	37.4%
Cc1ccnn1CC(=O)N1CCOc2c(O)cc(-c3cccc(Cl)c3)cc2C1	-1.3%
Cc1cc(C)c2oc(=O)cc(CN3CCC(C(N)=O)CC3)c2c1	28.6%
CCC(=O)Nc1cc(C(=O)NCc2ccc(N3CCN(C)CC3)cc2)c2ccc(C)nc2c1	39.5%[activator]
CS(=O)(=O)N1CCCN(C(=O)c2cccs2)CCNC(=O)CC1c1ccccc1 (stereo unspecified)	63.8%[activator]
Cc1cccc(C)c1-n1ccc(C=O)c1	51.0%
O=C(O)c1ccc(-c2ccc(CNC3CCCC3)o2)cc1	-23.8%
O=S(=O)(c1cccnc1)N1CCC(c2nc(C3CC3)no2)C1 (stereo unspecified)	19.3%
CC(NS(=O)(=O)c1ccc(C#N)cc1)c1cccs1 (stereo unspecified)	u
[O-][n+]1ccccc1SSc1cccc[n+]1[O-]	u
CN(Cc1ccc(OC(F)(F)F)cc1)C1CCc2ccccc21 (stereo unspecified)	u
Cc1ccc(-n2c3c(c(=O)[nH]c2=O)C(C(F)(F)F)(C(F)(F)F)N=C(c2ccco2)N3)cc1	-6.5%
CC(Cl)C(=O)NC(C)C1CC2CCC1C2 (stereo unspecified)	4.9%

Next compounds:
canonical_smiles	12-LOX inh
Cc1noc(-c2cn(C3CCN(C(=O)Cc4ccc(Cl)cc4)CC3)nn2)n1	u
O=C(/C=C/C(=O)c1ccc(Cl)cc1)c1ccccc1	2.51µM*
CC(C)[C@@H](N)C(=O)N1CCC(n2nccc2NC(=O)c2cccc(F)c2)CC1	-3.8%
CCCCCCn1cc(CN2CC(N3CCN(CCO)CC3)CS2(=O)=O)nn1 (stereo unspecified)	u
Cc1cccc(N2CCN(C(=O)C3CCCN(Cc4cccnc4)CCC(=O)NCC3)CC2)c1 (stereo unspecified)	54.1%[activator]
COc1ccc(-c2cc3c(ccn3Cc3ccncc3)c(N3CCOCC3)n2)cn1	23.2%[176 µM]
O=C(CCC1CCCC1)Nc1nc2ccccc2s1	2.8%
O=C1CC(c2ccccc2)N(C(=O)CNC(=O)C2CC2)CCCCCCN1 (stereo unspecified)	36.0%[activator]
CCOC(=O)C1=C(C)OC(N)=C(C#N)C1c1cccc2ccccc12 (stereo unspecified)	u
N#Cc1nc(-c2ccco2)oc1N1CCN(CC(=O)Nc2cccc(Br)c2)CC1	38.8%[activator]
O=C(Nc1cccc(Cl)c1)c1cnc2ccccc2n1	-18.6%
CCOc1cccc(CN2CC(Oc3ccccc3C(=O)NC3CC3)C2)c1	37.9%[activator]
C=CCNCc1ccc(CC)cc1	-12.7%
COC(=O)NCc1cccc(Br)c1	58.5%[activator]
COc1ccc(C2(C(=O)N3CCC(n4cc(-c5nc(C)no5)nn4)CC3)CC2)cc1	17.2%
COc1ccc(-c2cc(N3CCCN(C(=O)c4ccc(C)c(F)c4)CC3)n[nH]2)cc1	39.4%[activator]
CCc1noc(-c2cn(C3CCN(C(=O)c4ccsc4)CC3)nn2)n1	33.8%
O=C1NCc2ccccc2CC12CCCCN2CC1CCOCC1 (stereo unspecified)	53.0%[activator]
CCCn1c(SC(C)C(=O)c2ccc(Cl)cc2)n[nH]c1=O (stereo unspecified)	3.6%
COCC(=O)N1CCCC(C(=O)N2CCN(c3ccccc3OC)CC2)CCNC(=O)CC1 (stereo unspecified)	26.5%
O=S(=O)(c1cccnc1)N1CCC(N2CC(OCC3CC3)C23CCOCC3)CC1 (stereo unspecified)	42.5%[activator]
CN(C(=O)CN1CCOCC1)C1CCc2nn(C)c(=O)n2CC1 (stereo unspecified)	3.9%
Cc1ccc2c(=O)cc(C(=O)Nc3ccc(S(N)(=O)=O)cc3)oc2c1	-16.9%
N#Cc1ccc(-c2nc3c(Cl)cc(C(F)(F)F)cn3c2Cc2ccsc2)cc1	u
O=C(Nc1ccc(C23CC4CC(CC(C4)C2)C3)cc1)c1ccc(Br)cc1	-1.7%
O=C(NCc1ccccc1)C(c1cccc2ccccc12)n1c(=O)c(-c2cc3ccccc3[nH]2)nc2ccccc21 (stereo unspecified)	-12.5%
CCOC(=O)c1c(-c2ccccc2Cl)csc1NC(=O)CN1CCOCC1	-0.5%
CN(C)c1cc(N2CCCC(NC(=O)c3ccco3)C2)ncn1 (stereo unspecified)	34.8%[activator]
c1ccc(-c2ccc3ncc(Nc4ccc5c(c4)OCCO5)n3n2)cc1	-0.3%[176 µM]
COc1cc(NC(=O)Cc2ccsc2)ccc1N1CCCC1=O	-4.7%
O=C(Cn1nc(-c2cccc([N+](=O)[O-])c2)c2ccccc2c1=O)Nc1ccc(F)cc1	-0.8%
CCN(CC)CCNC(=O)Cc1n[nH]c(=O)c2ccccc12	-27.0%
CCCCNC(=O)C1C(c2ccc(OC)cc2)=Nc2ccccc2N1C(=O)c1ccc2ncccc2c1 (stereo unspecified)	-5.2%
N#Cc1nc(-c2cccs2)oc1N1CCCCC1	91.1%[activator]
Cn1nc2n(c1=O)CCN(C(=O)CCCc1nc3ccccc3s1)CC2	4.1%
Cc1cccc(-c2ccccc2C=O)c1	1.4%[12.5 µM]
C=CCNCc1ccc(OCC)cc1	-6.6%
CCc1c(C(=O)N(C)Cc2nc3ccsc3c(=O)[nH]2)cnn1-c1cccc(Cl)c1	3.3%
Cc1ccc(S(=O)(=O)C[C@@H]2OC[C@H](C)N2S(=O)(=O)c2ccc(C)cc2)cc1	u

High-throughput results: PubChem, National Center for Advancing Translational Sciences (NCATS)
